High-throughput results: PubChem, several laboratories
PrPC surface inh: inhibitors of human cell surface prion protein PrPC. P04156. TR-FRET read-out. inhibition, % at 13.8 µM. actives 0.43% (n = 370,000). AID 720596; in the data active means inhibition above about 24%; further: 0% = median of the test wells and 100% = reference compound wells
Mtb BioA inh: BioA (M. tuberculosis) enzyme inhibition; purified M. tuberculosis BioA enzyme, plate reader; inhibition, % at 9.99 µM; actives 0.096% (n = 360,000); AID 602481; in the data active means inhibition above about 40%
FBA Mtb inh: inhibits M. tuberculosis FBA enzyme | P9WQA3 | purified M. tuberculosis FBA, fluorescence read-out | inhibition, % at 1 µM | actives 2.3% (n = 360,000); in the data active means inhibition above about 27%;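 further: 0% = vehicle and 100% = reference inhibitor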
Target sequence (P9WQA3 whole entry, looked up): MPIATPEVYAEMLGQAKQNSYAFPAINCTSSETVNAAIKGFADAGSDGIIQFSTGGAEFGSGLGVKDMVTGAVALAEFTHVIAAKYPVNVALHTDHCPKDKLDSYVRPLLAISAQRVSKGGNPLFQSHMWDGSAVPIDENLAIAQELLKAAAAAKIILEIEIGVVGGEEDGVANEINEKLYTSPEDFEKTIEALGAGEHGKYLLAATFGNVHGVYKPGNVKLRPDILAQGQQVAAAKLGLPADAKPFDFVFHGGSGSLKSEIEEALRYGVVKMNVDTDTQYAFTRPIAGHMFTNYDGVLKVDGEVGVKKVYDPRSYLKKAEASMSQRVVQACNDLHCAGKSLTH
BoNT F protease: inhibitors of Botulinum neurotoxin F light chain protease | inhibition, % at 10 µM | Multiplex microsphere protease cleavage assay, flow cytometry | actives 0.22% (n = 360,000); in the data active means inhibition above about 35%, passing the limit was not always enough; further: plate controls were buffer without enzyme for full effect and enzyme alone for no effect
CCHF vOTU inh: CCHFV vOTU protease inhibition; actives 0.55% (n = 370,000); Pep-AMC fluorescence; inhibition, % at 11.5 µM; further: 0% = vehicle wells with enzyme and 100% = no enzyme wells
BoNT A protease: inhibitors of Botulinum neurotoxin A light chain protease. inhibition, % at 10 µM. AID 588499. multiplex microsphere protease substrate cleavage, flow cytometry. actives 0.17% (n = 360,000); in the data active means inhibition above about 30%; further: plate controls were buffer without enzyme for full effect and enzyme alone for no effect
GDH-TPI inh: inhibits GDH-TPI coupling enzymes, artifact for Mtb FBA screen; inhibition, % at 4.8 µM; GDH-TPI coupled enzyme counterscreen, NADH absorbance; actives 1.2% (n = 360,000); AID 588335;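 further: 0% = DMSO wells and 100% = wells lacking the enzyme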
FadD28 binding: M. tuberculosis FadD28 bisubstrate binding inhibition; FadD28 bisubstrate probe binding, fluorescence polarization; inhibition, % at 12.5 µM; actives 0.22% (n = 360,000); AID 588549; in the data active means inhibition above about 8.5%, passing the limit was not always enough
Mtb UGM inh: Mtb UDP-galactopyranose mutase inhibition. purified UGM, fluorescence polarization probe displacement. inhibition, % at 10 µM. actives 0.06% (n = 320,000); in the data active means inhibition above about 10%, passing the limit was not always enough
Target sequence (P9WIQ1 whole entry, looked up): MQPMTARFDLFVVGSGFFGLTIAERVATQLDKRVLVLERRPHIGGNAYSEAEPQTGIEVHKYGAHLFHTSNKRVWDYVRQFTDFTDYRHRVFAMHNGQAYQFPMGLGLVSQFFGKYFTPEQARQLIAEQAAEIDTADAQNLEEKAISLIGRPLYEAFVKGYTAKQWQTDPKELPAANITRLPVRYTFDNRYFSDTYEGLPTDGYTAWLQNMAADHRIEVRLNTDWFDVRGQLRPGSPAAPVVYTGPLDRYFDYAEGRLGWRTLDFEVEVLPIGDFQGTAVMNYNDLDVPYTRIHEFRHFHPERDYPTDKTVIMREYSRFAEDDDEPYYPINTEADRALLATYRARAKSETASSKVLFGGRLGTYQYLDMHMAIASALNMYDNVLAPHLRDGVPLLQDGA
An asterisk follows results filed as active; / = not tested or not shown. Unless noted, no stated cut-off is given here; in the data, active means inhibition above about 30%; inactive means the rest.

SMILES	PrPC surface inh	Mtb BioA inh	FBA Mtb inh	BoNT F protease	CCHF vOTU inh	BoNT A protease	GDH-TPI inh	FadD28 binding	Mtb UGM inh
CC(C)(C)C(=O)Nc1ccc(C(=O)CN2C(=O)NC3(CCOc4ccccc43)C2=O)cc1 (stereo not drawn)	-8	-0.1	-2	-8	9	3.1	4	/	-0.6
Cn1c(SCC(=O)NC2CCCCC2)nnc1-c1cccnc1	-6	0.3	2	-12	6	-1.5	5	-1.6	-2.4
N#CC1CCCc2c1[nH]c1ccc([N+](=O)[O-])cc21 (stereo not drawn)	-5	0.6	1	/	7	/	2	0.5	0.1
CC(CN1CCCCC1)NC(=O)c1cc(-c2ccccn2)nc2ccc(Cl)cc12 (stereo not drawn)	-15	/	1	-26	12	8.4	7	-3.9	-1.2
Cc1ccc2cc(CN(Cc3ccc4c(c3)OCO4)Cc3nnnn3Cc3ccco3)c(=O)[nH]c2c1C	9	/	9	-11	7	-0.8	23	0.2	-1.6
FC(F)Oc1ccc(NC(=S)NCc2ccccc2)cc1Cl	-2	/	1	-18	-5	-1.5	-13	-5.3	-1.0
CCc1nnc(NC(=O)CSc2ncc(-c3ccccc3)n2CC)s1	2	/	-1	0	-7	-0.5	4	-3.4	0.7
CC1(C(=O)NS(=O)(=O)c2ccc(F)cc2F)CCN1C(=O)CC1CCCCC1 (stereo not drawn)	-13	-1.9	-2	-4	-3	-0.1	-5	-1.3	/
O=S(=O)(NCC1CCN(c2ccc(S(=O)(=O)N3CCOCC3)cc2)CC1)c1ccccc1	9	-1.3	4	-2	-2	1.4	1	0.4	/
CCc1cc(C(=O)NNC(=S)NCc2ccccc2)cs1	2	1.2	2	1	3	-0.2	6	0.0	4.1
Cc1ccc(NS(=O)(=O)c2ccc(OCC(=O)NCc3cccnc3)cc2)cc1	3	-1.8	-2	0	-3	-1.0	1	-1.2	2.1
COc1ccc(Br)cc1/C=C/C(=O)Nc1ccc(C)cc1	-5	-1.2	5	-9	3	0.1	9	-3.2	-2.1
C=CCn1c(Cc2cccs2)nnc1SCC(=O)c1ccc(F)cc1	9	2.3	-4	-17	7	-1.3	-5	-2.5	0.6
COc1ccc(Cl)cc1NC(=O)CSc1nc(N2CCCCC2)nc(N2CCCCC2)n1	3	-0.1	-1	-8	4	-0.4	1	-0.2	5.5
O=C(Nc1cc(Cl)ccc1N1CCCC1)C1=COCCO1	-7	-1.5	7	-26	19	0.3	8	-0.2	-0.8
CN(C)c1ccc(N/C=C/C(=O)C(C)(C)C)cc1	-4	-0.8	-4	-11	59*	-0.6	22	-3.4	2.7
OCC(Cc1ccccc1)Nc1c2ccccc2nc2ccccc12 (stereo not drawn)	-4	/	18	7	-27	9.5	-6	-3.5	0.8
CCOc1ccc(N2C(=O)C3C(c4ccccc4)=NN(c4ccccc4)C3C2=O)cc1 (stereo not drawn)	-7	-0.2	7	14	-21	2.0	4	-2.9	-0.7
Cc1ccc(-n2nnc3c(=O)n(CC(N)=O)cnc32)cc1	9	-0.4	-5	-19	-1	-0.4	-16	-3.3	-1.3
CSc1nc2ccccc2s1	-10	1.0	2	-8	-4	-0.9	7	-1.1	-1.7
CCOc1ccc(C(=O)CCC(=O)NNC(=O)CCN2CCN(c3ccccc3)CC2)cc1	1	-0.8	-4	-6	-5	-0.3	-18	-4.2	1.6
O=S1(=O)N=C(c2ccccc2)C=C(c2ccccc2)N1	2	0.8	5	-2	7	0.0	18	-1.3	/
c1ccc(N2CC[N+]3(CCCC3)CC2)nc1	-7	0.9	-2	1	6	0.9	-10	-2.3	1.4
CCCCN1/C(=C/c2cccc[n+]2C)Sc2cc(NC(C)=O)ccc21	-16	2.0	-2	18	0	1.1	-6	-2.4	2.3

Quoted at random: 7 entries already listed, in no set order.
SMILES	PrPC surface inh	Mtb BioA inh	FBA Mtb inh	BoNT F protease	CCHF vOTU inh	BoNT A protease	GDH-TPI inh	FadD28 binding	Mtb UGM inh
CN(C)c1ccc(N/C=C/C(=O)C(C)(C)C)cc1	-4	-0.8	-4	-11	59*	-0.6	22	-3.4	2.7
CCOc1ccc(N2C(=O)C3C(c4ccccc4)=NN(c4ccccc4)C3C2=O)cc1 (stereo not drawn)	-7	-0.2	7	14	-21	2.0	4	-2.9	-0.7
Cc1ccc(-n2nnc3c(=O)n(CC(N)=O)cnc32)cc1	9	-0.4	-5	-19	-1	-0.4	-16	-3.3	-1.3
OCC(Cc1ccccc1)Nc1c2ccccc2nc2ccccc12 (stereo not drawn)	-4	/	18	7	-27	9.5	-6	-3.5	0.8
O=C(Nc1cc(Cl)ccc1N1CCCC1)C1=COCCO1	-7	-1.5	7	-26	19	0.3	8	-0.2	-0.8
CSc1nc2ccccc2s1	-10	1.0	2	-8	-4	-0.9	7	-1.1	-1.7
c1ccc(N2CC[N+]3(CCCC3)CC2)nc1	-7	0.9	-2	1	6	0.9	-10	-2.3	1.4

Carrying on:
SMILES	PrPC surface inh	Mtb BioA inh	FBA Mtb inh	BoNT F protease	CCHF vOTU inh	BoNT A protease	GDH-TPI inh	FadD28 binding	Mtb UGM inh
CCCCC1(CCC)C(=O)NC(=S)NC1=O	-4	-1.7	0	5	-8	-0.3	9	-1.9	/
Cn1c(CC(=O)Nc2ccccc2F)nnc1SCC(=O)Nc1nccs1	-3	-1.3	6	0	-5	0.8	8	-2.7	6.1
CCOP(=O)(OCC)C(Nc1cc(Cl)cc(Cl)c1)c1cccc(O)c1 (stereo not drawn)	-8	/	-9	-3	21	0.4	-8	-5.1	0.9
COc1ccc(OC)c(S(=O)(=O)Nc2ccc(-c3ccc4nncn4n3)cc2)c1	1	/	0	0	-10	-0.7	12	-4.4	2.2
CC(=O)N1CCc2cc(S(=O)(=O)CCC(=O)NCc3cccs3)ccc21	4	2.3	2	-2	5	-0.1	4	0.8	3.1
CN1CCN(S(=O)(=O)c2cccc([N+](=O)[O-])c2)CC1	/	0.9	0	-1	/	-0.1	1	-2.8	-0.8
CCOc1cnn(-c2ccccc2)c(=O)c1Cl	-1	/	0	-17	-17	-3.6	-2	-2.9	-0.4
CCN(Cc1nc2cc(Cl)ccc2c(=O)[nH]1)C(=O)COc1ccccc1Cc1ccccc1	-3	-0.7	-3	-8	-5	-2.1	-5	-2.0	/
COc1cccc2c1OCC(C(=O)Nc1nccs1)=C2	-6	-1.5	-6	-14	-11	-1.4	10	-2.7	4.8
N#CCCN(C(=O)CSc1nc2nc(-c3cccs3)cc(C(F)(F)F)c2c(=O)[nH]1)c1ccccc1	1	-0.3	13	5	-6	0.7	8	0.3	-0.9
Nc1[nH]n2c(=O)cc(-c3ccccc3)nc2c1N=Nc1ccc(S(N)(=O)=O)cc1	-28	/	-29	14	17	2.5	11	1.2	-0.2
COc1ccc(CNS(=O)(=O)c2cc3c4c(c2)CCN4C(=O)CC3)cc1	1	/	7	6	9	0.5	12	0.3	/
CN(C)c1ccc(NC(=O)N2CCOCC2)cc1	-7	-1.3	-1	-58	7	1.5	8	1.0	2.4
Cc1ccc(C(=O)O/N=C(\N)c2ccccn2)c(Cl)c1	-5	-0.6	1	27	-10	2.4	-9	-3.6	0.5
Cc1c(N=Cc2c(O)n(Cc3ccco3)c(=O)c3ccccc23)c(=O)n(-c2ccccc2)n1C	-2	-2.7	-2	14	6	5.6	18	1.3	1.1
O=C1CN(C(=O)COc2ccc(F)cc2Cl)c2ccccc2N1	-2	-2.4	-3	-1	-2	0.4	10	-3.2	3.2
N#Cc1ccc(NC(=O)NN2CCCCCC2)cc1	7	-2.1	1	-6	1	-0.6	7	-5.6	/
CCOCCCNC(=O)CN1C(=O)/C(=C\c2ccc(C)cc2)Sc2ccccc21	-4	17	2	-4	-9	-0.4	12	-1.7	1.1
CN(C)C(CNC(=O)CCCN1C(=O)c2cccc3cccc(c23)C1=O)c1ccccc1 (stereo not drawn)	-39	-0.2	17	3	-1	-1.3	9	-1.2	-0.9
COc1ccc(OCCN2C(=O)c3cccc(N)c3C2=O)cc1	-10	2.1	-2	11	1	1.4	10	-1.2	-0.2
O=C(COC(=O)CSc1ccc(Cl)cc1)Nc1ccccc1	-1	-2.2	5	3	3	-1.0	15	-1.9	-0.3
O=c1oc(-c2ccccc2[N+](=O)[O-])nc2ccccc12	-8	/	1	-6	-2	-0.8	2	-2.4	1.6
CC(C)(C)OC(=O)N/N=C/c1ccc(C(=O)O)cc1	-6	/	-3	-13	-6	-0.4	-4	-2.1	-2.3
O=C(O)c1ccc(Cl)c(S(=O)(=O)Nc2ccc3[nH]c(=O)[nH]c3c2)c1	-6	/	0	2	15	1.5	3	-2.5	0.9
O=C1C(c2cc(=O)c3ccccc3[nH]2)=C(O)c2ccccc21	-9	-1.7	-4	-3	6	0.0	21	4.6	-3.7
FC(F)(F)COc1nc(N2CCCCC2)nc(N2CCNCC2)n1	-12	-1.4	1	-12	10	-0.1	-2	-3.5	3.1
CCn1ccc(C(=O)Oc2ccc(Cl)cc2)n1	5	-1.3	-1	0	0	0.3	2	-1.4	0.2
CC1CCCCN1C(=O)COC(=O)c1cc(-c2cccs2)nn1-c1ccccc1 (stereo not drawn)	7	1.4	0	0	5	3.2	-4	-9.7	-1.5
COc1cccc(NC(=O)c2cnn(-c3ccccc3)c2C)c1	3	2.6	0	-15	-6	-6.1	9	0.3	2.9
Cc1ccnc2nc(C(=O)OCC(=O)Nc3ccc4c(c3)OCCO4)nn12	-2	-3.6	1	-6	6	-1.5	4	1.4	-1.1
Cc1ccc(Nc2nnns2)cc1	5	/	2	-1	-3	-0.3	1	0.9	-1.9
Cc1csc(=O)n1CCC(=O)OC(C)C(=O)NCc1ccccc1 (stereo not drawn)	5	-0.6	3	6	8	-0.1	8	-0.9	/
COC(=O)Cc1ccc(NC(=S)NC2CC2)cc1	9	/	3	-2	-3	-0.5	2	-0.6	-0.1
O=c1nc(/C=C/c2ccc(Cl)cc2Cl)cc(C(F)(F)F)[nH]1	-9	-1.8	2	/	15	/	41*	-1.0	-2.4
Cc1ccc2oc(=O)n(Cc3ccccc3)c2c1	6	0.0	0	-16	-12	-4.5	4	-2.0	0.1
CNC(=S)N(Cc1cccs1)Cc1cc2cc(OC)ccc2[nH]c1=O	-2	-2.3	6	-2	-7	0.9	8	-4.7	-1.5

As a working copy, some entries already given:
SMILES	PrPC surface inh	Mtb BioA inh	FBA Mtb inh	BoNT F protease	CCHF vOTU inh	BoNT A protease	GDH-TPI inh	FadD28 binding	Mtb UGM inh
O=C1C(c2cc(=O)c3ccccc3[nH]2)=C(O)c2ccccc21	-9	-1.7	-4	-3	6	0.0	21	4.6	-3.7
FC(F)(F)COc1nc(N2CCCCC2)nc(N2CCNCC2)n1	-12	-1.4	1	-12	10	-0.1	-2	-3.5	3.1
CCn1ccc(C(=O)Oc2ccc(Cl)cc2)n1	5	-1.3	-1	0	0	0.3	2	-1.4	0.2
CC1CCCCN1C(=O)COC(=O)c1cc(-c2cccs2)nn1-c1ccccc1 (stereo not drawn)	7	1.4	0	0	5	3.2	-4	-9.7	-1.5
COc1cccc(NC(=O)c2cnn(-c3ccccc3)c2C)c1	3	2.6	0	-15	-6	-6.1	9	0.3	2.9
Cc1ccnc2nc(C(=O)OCC(=O)Nc3ccc4c(c3)OCCO4)nn12	-2	-3.6	1	-6	6	-1.5	4	1.4	-1.1
